Mtb BioA inh: M. tuberculosis BioA enzyme inhibitors, primary screen, biochemical, plate reader, single point, HTS | 360,000 tested, 0.096% active | inhibition, % at 9.99 µM | AID 602481, 2012 | purified M. tuberculosis BioA enzyme | 7,8-diaminopelargonic acid synthase BioA (Mycobacterium tuberculosis); in the data active means inhibition above about 40%
Active calls of the source: *. A portion of the library (hit frequency here may not be typical).

SMILES | Mtb BioA inh
CO[C@@H]1CN(C)C(=O)c2cc(NC(=O)c3cnccn3)ccc2OC[C@H](C)N(C(=O)C2CC2)C[C@@H]1C | -0.1
Cc1ccccc1CN(C)C[C@@H]1OCc2cn(nn2)CCCC(=O)N([C@@H](C)CO)C[C@H]1C | -1.3
C[C@H](CO)N1C[C@H](C)[C@@H](CN(C)C(=O)Cc2ccccn2)Oc2cc(C#C[C@@H](C)O)ccc2S1(=O)=O | 3.7
CC(C)CC#Cc1ccc2c(c1)O[C@H](CN(C)C(=O)c1ccncc1)[C@@H](C)CN([C@H](C)CO)S2(=O)=O | -2.2
CNC(=O)C[C@@H]1CC[C@H]2[C@H](COc3ccc(NS(=O)(=O)c4ccccc4C)cc3C(=O)N2C)O1 | 0.8
C[C@@H]1CN([C@H](C)CO)C(=O)c2cc(NS(=O)(=O)c3cn(C)cn3)ccc2O[C@@H](C)CCCCO[C@@H]1CN(C)C(=O)C1CCCCC1 | -1.7
CC(C)CC#Cc1cnc2c(c1)C(=O)N([C@H](C)CO)C[C@@H](C)[C@H](CN(C)C(=O)Nc1cc(F)ccc1F)O2 | -7.1
C=CCNC(=O)[C@@H]1[C@H]2C(=O)O[C@H](c3ccccc3)[C@H](c3ccccc3)N2[C@H](c2ccccc2OCCO)[C@@]12C(=O)Nc1ccc(C#CCNC(N)=O)cc12 | -3.5
COc1ccc(NC(=O)N(C)C[C@H]2Oc3ncc(C#C[C@@H](C)O)cc3C(=O)N([C@@H](C)CO)C[C@@H]2C)cc1 | -0.6
CO[C@@H](CN(C)Cc1cc(F)ccc1F)[C@@H](C)CN(C(=O)Nc1ccc(C(F)(F)F)cc1)[C@H](C)CO | 0.4
C[C@@H](NC(=O)C[C@H]1CC[C@H]2[C@@H](COc3ccc(NS(=O)(=O)c4ccc(Cl)cc4)cc3C(=O)N2C)O1)c1ccccc1 | -0.5
C[C@@H]1CN([C@H](C)CO)C(=O)c2cc(NC(=O)Nc3ccc(F)cc3)ccc2O[C@H]1CN(C)C(=O)NC1CCCCC1 | -0.6
O=C(Nc1cccc(Cl)c1)N[C@@H]1CC[C@H](CCNC(=O)C2CC2)O[C@@H]1CO | 1.3
O=C(NCCCN1CCOCC1)[C@H]1[C@H](CO)[C@H]2Cn3c(ccc(C4=CCCCC4)c3=O)[C@@H]1N2 | 0.1
CN1CCN(C(=O)C[C@H]2CC[C@H]3[C@@H](COC[C@@H](O)CN3C(=O)c3ccc(F)cc3)O2)CC1 | -2.8
Cc1cccc(-c2ccc([C@H]3[C@H]4CN(S(=O)(=O)c5ccccc5F)CCCCN4[C@H]3CO)cc2)c1 | -0.4
CN1C(=O)c2cc(NC(=O)Cc3cccs3)ccc2OC[C@H]2O[C@@H](CC(=O)NCc3ccc(-c4ccccc4)cc3)CC[C@@H]21 | -2.8
CC(C)NC(=O)N(C)C[C@@H]1Oc2ncc(-c3ccc(C(=O)N(C)C)cc3)cc2C(=O)N([C@@H](C)CO)C[C@@H]1C | -0.1
CN(C[C@@H]1N[C@H](CO)[C@H]1c1ccc(C2=CCCC2)cc1)C(=O)c1ccncc1 | -3.4
N#Cc1cccc(-c2ccc([C@H]3[C@H]4CN(C(=O)Nc5ccc(F)cc5)CCCCN4[C@H]3CO)cc2)c1 | -0.5
O=C(C[C@@H]1C[C@H]2c3cc(NC(=O)CC4CC4)ccc3O[C@H]2[C@@H](CO)O1)NCc1cccnc1 | -0.5
CCCC#Cc1cnc2c(c1)C(=O)N([C@@H](C)CO)C[C@H](C)[C@@H](CN(C)C(=O)c1cnccn1)O2 | 0.9
CCCN1C[C@@H](C)[C@H](OC)CN(C)C(=O)c2cc(NS(=O)(=O)CC)ccc2OC[C@@H]1C | -0.2
COc1ccc(C(=O)Nc2ccc3c(c2)OC[C@@H](C)NC[C@@H](C)[C@H](OC)CN(C)C3=O)cc1 | -0.6
O=C(Nc1ccccc1)N1CCCCN2[C@H](CO)[C@@H](c3ccc(C#Cc4cccnc4)cc3)[C@H]2C1 | 5.2

(continued)
SMILES | Mtb BioA inh
C[C@@H]1CN([C@@H](C)CO)C(=O)Cc2cc(NC(=O)C3CCCCC3)ccc2O[C@H]1CN(C)S(=O)(=O)c1cn(C)cn1 | 0.6
O=C(N[C@@H]1CC[C@H](CCNS(=O)(=O)c2ccccc2)O[C@H]1CO)c1cnccn1 | 1.4
C[C@H]1CN([C@@H](C)CO)C(=O)Cc2cc(NC(=O)Cc3ccccc3)ccc2O[C@H]1CN(C)Cc1ccccc1 | 1.3
O=C(c1cccnc1)N1C[C@H]2[C@@H](c3ccccc31)[C@H](CO)N2Cc1ccc2c(c1)OCO2 | -2.6
COc1cc2c(cc1OC)CN(C(=O)[C@H]1[C@@H]3C(=O)O[C@@H](c4ccccc4)[C@@H](c4ccccc4)N3[C@@H](c3ccc(OCCO)cc3)[C@]13C(=O)Nc1ccc(C#CC4(O)CCCCCC4)cc13)CC2 | 0.0
C[C@H]1CN([C@@H](C)CO)C(=O)c2cccc(NS(=O)(=O)c3ccc(F)cc3)c2O[C@@H]1CN(C)S(=O)(=O)c1ccc(F)cc1 | -1.4
CO[C@H]1CN(C)C(=O)c2cc(NC(C)=O)ccc2OC[C@H](C)N(C(=O)CN2CCOCC2)C[C@@H]1C | -0.4
CCCC(=O)Nc1ccc2c(c1)C(=O)N(C)C[C@@H](OC)[C@H](C)CN(C)[C@@H](C)CO2 | -0.9
CC(C)N1C(=O)[C@@]2(Cc3ccccc31)c1ccccc1C(=O)N(C1CCCCC1)[C@H]2c1ccc(CO)cc1 | 0.8
CO[C@H]1CN(C)C(=O)c2ccc(NC(=O)c3ccccc3)cc2OC[C@@H](C)NC[C@@H]1C | -0.5
COCCOC(=O)N1C(=O)[C@@]2(c3ccccc31)[C@H](c1ccc(O)cc1)N1[C@H](c3ccccc3)[C@H](c3ccccc3)OC(=O)[C@H]1[C@@H]2C(=O)N1CCc2cc(OC)c(OC)cc2C1 | -0.6
COc1ccc(-c2ccc([C@@H]3[C@@H](CO)N4CCCCN(C(=O)Cc5ccccc5)C[C@@H]34)cc2)cc1 | -1.7
O=C(C[C@@H]1C[C@@H]2c3cc(NC(=O)Nc4ccc(F)cc4)ccc3O[C@@H]2[C@@H](CO)O1)NCC1CC1 | 0.5
Cc1noc(C)c1NC(=O)N(C)C[C@H]1Oc2ccc(NC(=O)Nc3cccc4ccccc34)cc2C(=O)N([C@H](C)CO)C[C@@H]1C | -0.6
C[C@@H]1CN([C@@H](C)CO)C(=O)c2cc(NC(=O)CCC(F)(F)F)ccc2O[C@H]1CN(C)Cc1ccccc1 | -0.8
O=C(C[C@H]1C=C[C@H](NS(=O)(=O)c2ccc(F)cc2)[C@H](CO)O1)N1CCN(c2ccccc2)CC1 | -1.9
CC(C)NC(=O)Nc1ccc2c(c1)C(=O)N([C@H](C)CO)C[C@H](C)[C@@H](CN(C)C(=O)Nc1ccccc1)OCCCC[C@@H](C)O2 | 1.1
C[C@H]1CN([C@@H](C)CO)C(=O)c2cc(C#CC3(O)CCCC3)cnc2O[C@H]1CN(C)C(=O)C1CCC1 | 2.0
C[C@@H]1CN([C@H](C)CO)C(=O)c2cc(NC(=O)Cc3cn(C)c4ccccc34)ccc2O[C@H]1CN(C)S(=O)(=O)c1cccs1 | -0.6
COc1ccc(S(=O)(=O)N[C@H]2CC[C@H](CC(=O)NCc3ccccc3F)O[C@H]2CO)cc1 | -1.5
C[C@H]1CN([C@@H](C)CO)C(=O)CCCn2nncc2CO[C@H]1CN(C)Cc1ccc(Oc2ccccc2)cc1 | 2.1
CC(C)NC(=O)N(C)C[C@H]1OCc2ccccc2-c2ccccc2C(=O)N([C@@H](C)CO)C[C@@H]1C | -2.6
NCC[C@@H]1CC[C@@H](NC(=O)Nc2ccc(F)cc2)[C@@H](CO)O1 | -1.5
C[C@@H]1CN([C@H](C)CO)C(=O)Cc2cc(NS(=O)(=O)c3cn(C)cn3)ccc2O[C@H]1CN(C)S(C)(=O)=O | 0.8
CO[C@@H]1CN(C)C(=O)c2cc(NS(C)(=O)=O)ccc2OC[C@H](C)N(C(=O)CC2CC2)C[C@H]1C | -1.4

(listing goes on)
SMILES | Mtb BioA inh
C[C@@H]1CN([C@@H](C)CO)C(=O)c2cc(C3=CCCC3)cnc2O[C@H]1CN(C)Cc1ccccc1 | 1.1
CS(=O)(=O)Nc1ccc2c(c1)[C@@H]1C[C@@H](CC(=O)NCc3ccncc3)O[C@@H](CO)[C@@H]1O2 | 2.5
C[C@@H]1CN([C@@H](C)CO)C(=O)c2cc(NS(C)(=O)=O)ccc2O[C@@H](C)CCCCO[C@@H]1CN(C)S(=O)(=O)c1ccc(F)cc1 | -1.0
COc1ccccc1-c1cnc2c(c1)C(=O)N([C@H](C)CO)C[C@H](C)[C@@H](CN(C)C(=O)c1ccccc1)O2 | 5.0
COc1ccc(NC(=O)N[C@@H]2CC[C@@H](CCNC(=O)CN3CCOCC3)O[C@@H]2CO)cc1 | -1.8
C[C@H](CO)N1C[C@H](C)[C@H](CN(C)C(=O)Nc2ccc(C(F)(F)F)cc2)Oc2c(NC(=O)NC3CCCCC3)cccc2C1=O | -1.1
CO[C@@H]1CN(C)C(=O)c2ccc(NC(=O)CN(C)C)cc2OC[C@@H](C)N(C(=O)C2CCCCC2)C[C@H]1C | -1.0
O=C(C[C@@H]1CC[C@@H](NS(=O)(=O)c2ccccc2)[C@@H](CO)O1)N1CCc2ccccc2C1 | 3.9
C[C@@H]1CCCCO[C@@H](CN(C)Cc2ccc(C(=O)O)cc2)[C@H](C)CN([C@@H](C)CO)C(=O)c2cc(NC(=O)Nc3ccc(F)cc3)ccc2O1 | 3.6
Cc1noc(C)c1NC(=O)N(C)C[C@H]1OCCCC[C@H](C)Oc2ccc(NC(=O)Nc3cccc4ccccc34)cc2C(=O)N([C@H](C)CO)C[C@@H]1C | 1.0
COc1ccc(NC(=O)N(C)C[C@@H]2Oc3cc(C#CCC(C)C)ccc3S(=O)(=O)N([C@H](C)CO)C[C@@H]2C)cc1 | 5.7
CC=Cc1ccc2n(c1=O)C[C@@H]1[C@@H](CO)[C@H](C(=O)N3CCCCC3)N(Cc3ccccn3)[C@H]21 (mixture of isomers) | -2.7
O=C(C[C@H]1C=C[C@H](NC(=O)c2ccncc2)[C@@H](CO)O1)NCC1CCCCC1 | -3.4
CCCN(C)C[C@H]1Oc2ncc(C#Cc3ccc(F)cc3)cc2C(=O)N([C@@H](C)CO)C[C@H]1C | -0.4
C[C@@H]1CN([C@H](C)CO)C(=O)Cc2cc(N(C)C)ccc2O[C@@H]1CN(C)CC1CC1 | -0.6
CO[C@H]1CN(C)C(=O)c2cc(NC(=O)c3ccccc3F)ccc2OC[C@@H](C)N(CC2CCOCC2)C[C@@H]1C | 0.3
OC[C@@H]1[C@@H]2c3ccccc3NC[C@@H]2N1CC1CCOCC1 | -0.3
CO[C@H]1CN(C)C(=O)c2cc(NC(=O)C3CCCCC3)ccc2OC[C@@H](C)N(Cc2nccs2)C[C@H]1C | -1.4
C[C@@H]1CCCCO[C@@H](CN(C)C)[C@@H](C)CN([C@@H](C)CO)C(=O)c2cc(NC(=O)CCC(F)(F)F)ccc2O1 | 0.7
COC(=O)C[C@@H]1CC[C@@H]2[C@H](COc3ccc(NC(=O)C4CC4)cc3C(=O)N2C)O1 | 0.3
C[C@H](CO)N1C[C@H](C)[C@@H](CN(C)Cc2ccc(C(=O)O)cc2)Oc2ccc(NC(=O)Nc3cccc4ccccc34)cc2C1=O | 2.8
C[C@@H]1CN([C@H](C)CO)C(=O)c2cc(-c3ccc(C#N)cc3)cnc2O[C@@H]1CN(C)Cc1ccccn1 | 1.2
CNC[C@@H]1Oc2cc(C#Cc3cccc(OC)c3)ccc2S(=O)(=O)N([C@H](C)CO)C[C@H]1C | 0.6
CC(C)C(=O)Nc1ccc2c(c1)C(=O)N(C)[C@@H]1CC[C@H](CC(=O)NCc3cccc(F)c3)O[C@H]1CO2 | -5.4
CN1CCN(C(=O)C[C@H]2CC[C@H]3[C@H](COc4ccc(NC(=O)C5CCCCC5)cc4C(=O)N3C)O2)CC1 | -3.5
COc1ccc(NC(=O)Nc2ccc3c(c2)C(=O)N([C@@H](C)CO)C[C@H](C)[C@@H](CN(C)C(=O)Nc2ccc(C(F)(F)F)cc2)O3)cc1 | -2.1
C[C@@H]1CN([C@H](C)CO)C(=O)c2cccc(NC(=O)C3CCCCC3)c2O[C@H]1CN(C)C(=O)Nc1ccc2c(c1)OCO2 | -2.1
CN1C(=O)c2cc(NC(=O)c3cccc(C(F)(F)F)c3)ccc2OC[C@H]2O[C@H](CC(=O)NCCN3CCCC3)CC[C@@H]21 | -1.9
C[C@@H]1CCCCO[C@@H](CN(C)Cc2ccc3c(c2)OCO3)[C@@H](C)CN([C@@H](C)CO)C(=O)c2cc(NC(=O)Nc3ccccc3)ccc2O1 | 3.9

Shown as comma-separated lines: entries from further up.
molecule,Mtb BioA inh
C[C@@H]1CN([C@@H](C)CO)C(=O)c2cc(C3=CCCC3)cnc2O[C@H]1CN(C)Cc1ccccc1,1.1
CS(=O)(=O)Nc1ccc2c(c1)[C@@H]1C[C@@H](CC(=O)NCc3ccncc3)O[C@@H](CO)[C@@H]1O2,2.5
C[C@@H]1CN([C@@H](C)CO)C(=O)c2cc(NS(C)(=O)=O)ccc2O[C@@H](C)CCCCO[C@@H]1CN(C)S(=O)(=O)c1ccc(F)cc1,-1.0
COc1ccccc1-c1cnc2c(c1)C(=O)N([C@H](C)CO)C[C@H](C)[C@@H](CN(C)C(=O)c1ccccc1)O2,5.0
COc1ccc(NC(=O)N[C@@H]2CC[C@@H](CCNC(=O)CN3CCOCC3)O[C@@H]2CO)cc1,-1.8
C[C@H](CO)N1C[C@H](C)[C@H](CN(C)C(=O)Nc2ccc(C(F)(F)F)cc2)Oc2c(NC(=O)NC3CCCCC3)cccc2C1=O,-1.1
CO[C@@H]1CN(C)C(=O)c2ccc(NC(=O)CN(C)C)cc2OC[C@@H](C)N(C(=O)C2CCCCC2)C[C@H]1C,-1.0
O=C(C[C@@H]1CC[C@@H](NS(=O)(=O)c2ccccc2)[C@@H](CO)O1)N1CCc2ccccc2C1,3.9
C[C@@H]1CCCCO[C@@H](CN(C)Cc2ccc(C(=O)O)cc2)[C@H](C)CN([C@@H](C)CO)C(=O)c2cc(NC(=O)Nc3ccc(F)cc3)ccc2O1,3.6
Cc1noc(C)c1NC(=O)N(C)C[C@H]1OCCCC[C@H](C)Oc2ccc(NC(=O)Nc3cccc4ccccc34)cc2C(=O)N([C@H](C)CO)C[C@@H]1C,1.0

Screens deposited in PubChem by Broad Institute.
